TWEAK Fn14 block – inhibitors of TWEAK-Fn14 interaction signaling | AID 1159606 | TWEAK-stimulated Fn14 reporter cells, luciferase luminescence, 8 h | inhibition, % at 10 µM | actives 2% (n = 360,000); in the data active = inhibition above about 50%
hiPSC survival – hiPSC single-cell survival enhancement; ATPlite luminescence; 100% = ROCK inhibitor wells, 0% = DMSO; survival enhancement, % at 20 µM; actives 0.044% (n = 360,000); AID 602274; in the data active = survival enhancement above about 18%;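 also: cells exposed to compounds for 16 hours before the ATP read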
NR2E3 ag-1 – human photoreceptor-specific nuclear receptor agonism; CHO-S Gal4-NCOR/VP16-NR2E3 two-hybrid, luciferase; inhibition of corepressor binding, % at 3.98 µM; actives 0.35% (n = 360,000); AID 602229;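 active = inhibition above the mean of all tested compounds plus 3 SD, cut at about 70% in these data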;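 also: 0% = DMSO with NR2E3 transfected cells and 100% = cells lacking NR2E3 construct; higher means lower luciferase signal from less NR2E3 corepressor binding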
Target sequence (Q9Y5X4 whole entry, looked up, the tested form may be a part): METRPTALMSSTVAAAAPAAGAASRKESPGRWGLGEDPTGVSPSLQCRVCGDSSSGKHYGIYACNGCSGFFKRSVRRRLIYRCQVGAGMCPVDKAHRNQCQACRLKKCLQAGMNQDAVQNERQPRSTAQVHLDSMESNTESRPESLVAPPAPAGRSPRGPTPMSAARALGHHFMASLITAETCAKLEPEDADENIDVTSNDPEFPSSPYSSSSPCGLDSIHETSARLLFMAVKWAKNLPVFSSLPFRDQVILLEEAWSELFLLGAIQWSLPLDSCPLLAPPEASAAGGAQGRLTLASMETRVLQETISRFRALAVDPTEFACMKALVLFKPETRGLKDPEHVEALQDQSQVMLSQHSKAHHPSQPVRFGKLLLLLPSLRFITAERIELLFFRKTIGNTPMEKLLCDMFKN
Peg3 promoter – inhibitors of Peg3 promoter | HeLa PEG-Prom luciferase reporter, luminescence, overnight | inhibition, % at 20 µM | actives 1.7% (n = 360,000);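 active = inhibition of at least 50% at 20 µM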
MITF TRPM1 inh – reduces MITF-dependent TRPM1 promoter luciferase signal; SK-MEL-5 TRPM1 promoter luciferase, 24 h; inhibition, % at 12.5 µM; actives 0.83% (n = 330,000);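 active = mean inhibition across replicates of 60% or more, whatever share of single replicates reaches that level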; also: values of inactives mirror those of a sister screen read the other way
aDG glyco up – alpha-DG glycosylation activation; actives 0.22% (n = 360,000); Pro5-aDG cells, alpha-DG glycosylation AlphaScreen (IIH6); 0% Pro5, 100% B10-LARGE cell signal; AID 624168; activation, % at 10 µM;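 active = activation of at least 8% versus controls, or a plate z-score of at least 8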;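 also: Pro5 are CHO cells carrying HIG-tagged alpha-DG that lacks glycosylation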
NR2E3 ag-2 – agonists of human nuclear receptor NR2E3. Q9Y5X4. GST-NR2E3/biotin-RetCOR TR-FRET, 1536-well. inhibition of corepressor binding, % at 4.78 µM. actives 0.12% (n = 320,000). AID 2300;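 active = percent inhibition above the cutoff of mean plus 3 SD of all tested compounds, set per screening campaign, cut at about 20% in these data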;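 also: 0% = DMSO wells and 100% = biotin wells as full block of FRET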
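Material: NR2E3–RetCOR corepressor complex | Quantity: 1.35 nM GST-tagged NR2E3 final | Schedule: 5 h at 4 °C | Replication: Singlicate compound wells | Reagent: RetCOR corepressor, biotinylated, 7 nM | Controls: Biotin wells as high control, 0.6% DMSO wells as low control | Signal: TR-FRET, Eu(K)-anti-GST donor, streptavidin-D2 acceptor, ex 340, em 617/671 nm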
KKLEB tox – CF airway cell cytotoxicity counter-screen; actives 0.36% (n = 360,000); KKLEB CF airway cells viability, ATPlite luminescence, overnight; stronger effect = lower value; cells stimulated with P. aeruginosa culture filtrate; activity change (cytotoxicity), % at 5 µM;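 active = corrected activity change at or below -50% at 5 µM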
HIF-2a block – blocks HIF-2a reporter activity; 786-0 RCC cells HIF-2a reporter, luciferase luminescence, overnight; actives 0.72% (n = 360,000); AID 624352; inhibition, % at 18.8 µM;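 active = inhibition of the luminescence signal of 40% or more relative to plate controls, in a single-dose primary screen at 18.75 µM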
CF NFkB inh – cystic fibrosis NF-kB activation inhibition; KKLEB NF-kB-GFP reporter, PAF-induced, GFP fluorescence overnight; inhibition, % at 5 µM; actives 0.86% (n = 360,000);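 active = at least 50% inhibition at 5 µM, scaled per plate between neutral and stimulator controls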;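 also: PAF is a Pseudomonas aeruginosa culture filtrate used as stimulus; plate controls were PAF-stimulated DMSO wells for no effect and unstimulated DMSO wells for full effect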
Shn3 inh set2 – inhibitors of Schnurri-3 3'UTR reporter in osteoblasts | AID 588674 | actives 0.52% (n = 360,000) | inhibition, % at 12.5 µM | Clone20 osteoblast Shn3 3'UTR firefly luciferase, 24 h;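 active = mean inhibition of at least 75% with every replicate also reaching 75%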;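 also: 0% = median of neutral control wells and 100% = pilot-screen positive control compound; some compounds past the cut are filed as inactive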
Starred values were filed as active, the others as inactive; . = not tested or not shown.

Every second line gives: TWEAK Fn14 block	hiPSC survival	NR2E3 ag-1	Peg3 promoter	MITF TRPM1 inh	aDG glyco up	NR2E3 ag-2	KKLEB tox	HIF-2a block	CF NFkB inh	Shn3 inh set2
> O=C(NCc1ccc(F)cc1)C1CCCN(c2nc3ccsc3c(=O)s2)C1 (stereo not drawn)
    -14	-0.4	-9	15	1	0.1	-5	1	1	-16	17
> COc1ccccc1NC(=O)NC(N)=O
    0	-2.8	-9	-11	4	0.0	2	-8	-4	-1	-4
> O=C1CC(c2ccccc2)C(c2ccccc2)=NN1 (stereo not drawn)
    -8	2.1	8	9	6	0.3	.	6	13	-38	-9
> CN(Cc1nc2ccccc2c(=O)[nH]1)C(=O)c1ccc(S(=O)(=O)N2CCCC2)cc1
    7	-0.3	4	3	5	-0.1	-3	-14	13	-2	3
> CN(C1CCCCC1)S(=O)(=O)c1ccc2c(c1)c(=O)c(C(=O)N1CCc3ccccc3C1)cn2C
    -3	1.4	-4	9	5	0.2	-3	11	-7	-22	-29
> C=CCn1c(=N)n(CC(=O)c2ccc(OC)cc2)c2ccccc21
    -2	-0.9	-15	10	-8	1.1	2	-5	2	-7	1
> CSCC(=O)N1CCCC(N2CCN(c3cccc(C(F)(F)F)c3)CC2)C1 (stereo not drawn)
    -18	-0.4	1	0	10	0.1	0	-1	13	-16	3
> Cc1scc(C(=O)O)c1-c1c(C(=O)O)csc1C
    19	-0.9	-6	6	2	0.0	0	8	14	-1	-8
> O=S(=O)(c1ccc(F)cc1)N1CCN(CC2CC3C=CC2C3)CC1 (stereo not drawn)
    5	0.2	13	-7	-13	0.0	3	-12	1	9	23
> O=C1NNC(c2ccccc2)=N/C1=C\c1ccc(Cl)cc1
    17	0.5	24	8	.	0.1	-1	-9	16	4	-6
> COc1ccc(CCNS(=O)(=O)c2ccc3c(c2)n(C)c(=O)c(=O)n3C)cc1OC
    20	0.3	-8	-4	8	-0.2	.	11	11	-6	-12
> CCc1c(C)sc(NC(=O)c2cc(C)no2)c1C#N
    4	1.6	-22	-26	-10	0.0	1	0	-71	3	-10
> COc1ccc(Cc2ccc(OC)c(N)c2)cc1N
    -3	1.6	-21	-12	-7	-0.1	-2	-5	-24	20	-1
> Oc1ccc(O)c(-c2cnns2)c1
    57*	-0.5	-27	-21	-2	1.5	-1	4	4	18	26
> Cc1ccc(C(=O)Nc2cc3c(cc2Cl)OCCCO3)cc1
    -31	-1.9	-97	-378	-71	0.0	1	-2	-279	5	-83
> O=C(OCC(=O)c1ccc(Cl)s1)c1ccccn1
    -2	1.2	-21	5	13	0.3	2	6	-10	-18	-9
> O=C(COC(=O)c1ccc(NS(=O)(=O)c2ccc3c(c2)OCCO3)cc1)NC1CC1
    -13	-1.4	13	16	-1	0.5	0	4	10	-3	-14
> O=C(c1ccc(Cn2c(=O)[nH]c3ccccc3c2=O)cc1)N1CCN(c2ccccc2)CC1
    -6	0.1	26	10	16	-0.4	2	2	15	-12	43
> COc1ccccc1C1C(C(C)=O)=C(O)C(=O)N1c1ccc(O)cc1 (stereo not drawn)
    -1	-0.3	-15	5	6	-0.1	0	-22	18	-6	2
> COc1c(C)cccc1C(=O)NC(=S)Nc1ccc2c(c1)Cc1ccccc1-2
    -16	-1.5	9	-13	-14	-0.2	.	2	10	-1	-15

(cont.)
Every second line gives: TWEAK Fn14 block	hiPSC survival	NR2E3 ag-1	Peg3 promoter	MITF TRPM1 inh	aDG glyco up	NR2E3 ag-2	KKLEB tox	HIF-2a block	CF NFkB inh	Shn3 inh set2
> O=C(NC(=S)N(CCO)Cc1ccccc1)c1ccc(S(=O)(=O)N2CCCC2)cc1
    8	-0.4	-12	16	2	-0.7	1	0	13	-16	0
> COCCCNC(=O)CN1C(=O)/C(=C/c2ccccc2C)Sc2ccccc21
    -7	-1.6	-17	10	15	0.2	6	-20	-2	4	9
> O=C(Nc1ccc2c(c1)OCO2)C1(S(=O)(=O)c2ccc(Cl)cc2)CC1
    30	3.5	6	-25	-2	0.0	1	2	-39	-3	19
> O=C(NCc1ccc(F)cc1)C1CCN(S(=O)(=O)N2CCCC2)CC1
    -12	-1.4	-16	19	8	0.2	-3	1	24	-7	-5
> CCCNC(=O)COc1ccccc1[N+](=O)[O-]
    -4	2.0	-23	-38	4	0.0	-1	10	-43	-22	17
> CCCc1nnc(NC(=O)c2ccncc2)s1
    2	-0.3	-6	-2	1	-0.1	0	-2	3	-6	17
> O=C(Nc1ccccc1)C(CCCCN1C(=O)c2ccccc2C1=O)N1C(=O)c2ccccc2C1=O (stereo not drawn)
    -15	9.9	-15	-20	-2	-0.2	.	-10	-3	0	-10
> COC(=O)CCC(=O)NC(=S)Nc1c(C)cccc1C
    -2	1.1	-5	6	-3	0.0	2	9	8	-7	0
> COc1cc(C(C2C(=O)CC(C)(C)CC2=O)C2C(=O)CC(C)(C)CC2=O)ccc1O
    15	1.1	-34	19	5	0.0	3	1	15	-19	-16
> O=C(Nc1nc(-c2ccccn2)cs1)c1cccc(-n2cnnn2)c1
    -8	-0.6	23	40	42	0.1	2	3	3	2	98*
> CC(C)(C)NS(=O)(=O)c1ccc(NC(=O)C(Sc2ccccc2)c2ccccc2)cc1 (stereo not drawn)
    49	-0.5	21	44	12	1.4	-1	27	7	15	35
> c1ccc(C2NCCn3cccc32)cc1 (stereo not drawn)
    2	1.9	-7	14	10	0.3	-1	16	16	-18	8
> NC(=O)c1ccsc1NC(=O)COC(=O)c1nc(Cl)ccc1Cl
    2	-0.4	6	-4	0	-0.1	-2	5	19	-19	-3
> CN(C)CCCNS(=O)(=O)c1ccc(N2CCN(Cc3ccc4c(c3)OCO4)CC2)c([N+](=O)[O-])c1
    35	-0.9	9	-1	-4	3.2	2	-6	14	-12	81
> C[N+](C)(C)C/C=C1/COCO1
    -1	-0.7	26	4	9	-0.4	0	3	16	20	-5
> CC(=O)OC1CSC2c3ccccc3C(=O)N2Cc2sccc21 (stereo not drawn)
    -10	-1.0	-22	19	5	-0.2	0	-8	19	19	12
> O=C(COc1cccc2cccnc12)N/N=C/c1ccccc1O
    -21	-0.4	-4	23	-16	0.0	-2	13	-5	-25	19
> COc1ccc(C2OC(=O)CC2C(=O)N2CCN(c3cc(Cl)ccc3C)CC2)cc1OC (stereo not drawn)
    -8	3.1	13	-13	.	-0.1	0	-13	4	4	7
> CCN1C(=O)[C@@H]2[C@@H]3CN(S(=O)(=O)c4ccc(C)cc4)[C@@H](c4ccccc4Cl)[C@@H]3C(=O)C[C@@H]2C1=O
    0	-0.2	-16	6	.	-0.1	.	0	0	-8	-10
> COc1ccc(OC)c(NC(=O)Nc2cccnc2)c1
    52*	0.1	-3	7	-15	-0.2	.	5	-9	-9	0

The listing continues.
Every second line gives: TWEAK Fn14 block	hiPSC survival	NR2E3 ag-1	Peg3 promoter	MITF TRPM1 inh	aDG glyco up	NR2E3 ag-2	KKLEB tox	HIF-2a block	CF NFkB inh	Shn3 inh set2
> Cc1ccc(CC2CC(=O)N(CCc3ccccc3)C2=O)cc1 (stereo not drawn)
    -29	0.1	-34	-19	-19	0.0	0	2	-65	8	-13
> Cc1ccccc1OCC1CNC(=O)O1 (stereo not drawn)
    11	1.6	15	2	-6	-0.5	2	-7	20	8	-44
> Cc1ccc2cc3c(NC(=O)C(C)C)nn(C)c3nc2c1
    2	-1.9	0	8	-9	0.1	2	-4	6	7	-7
> CCn1c(SCC(=O)NC2=NCCS2)nnc1C(C)NC(=O)c1ccccc1F (stereo not drawn)
    18	0.2	2	23	-4	0.0	4	-7	1	12	-1
> CC1CC(C)CN(c2ncnc3c2cnn3C)C1 (stereo not drawn)
    -4	-0.2	-47	7	18	-0.1	1	12	17	0	-3
> CC(C)(C)CC(=O)N1CCC(c2nc3c(nnn3Cc3c(F)cccc3Cl)c(=O)[nH]2)CC1
    11	0.8	9	14	13	0.1	0	-3	17	0	3
> Cn1c(=O)c2c(nc(OC/C=C/c3ccccc3)n2C)n(C)c1=O
    8	0.1	-4	9	5	0.0	3	10	1	5	-36
> O=S1(=O)NC2CCCCCN2c2ccc(F)cc21 (stereo not drawn)
    -1	2.0	-12	24	1	-0.1	-1	5	8	-7	3
> CC(OC(=O)c1oc2ccccc2c1COc1ccccc1)C(=O)NC(N)=O (stereo not drawn)
    -20	1.2	-12	7	-5	-0.1	4	6	11	-9	5
> Cc1cccc2cc(C#N)c(NCc3ccccc3)nc12
    -3	0.0	-32	-4	-19	0.2	8	-2	-13	-13	18
> CCN1C(=Nc2ccc(Cl)cc2)SC/C1=C\C(=O)OC
    -8	-1.5	-12	-240	-84	-0.1	2	25	-206	-12	-37
> O=C(c1ccccc1)N(c1ccccc1)c1nccc2ccccc12
    21	-1.9	-13	6	2	0.1	.	17	16	6	-7

In another format: three of the compounds above.
SMILES	TWEAK Fn14 block	hiPSC survival	NR2E3 ag-1	Peg3 promoter	MITF TRPM1 inh	aDG glyco up	NR2E3 ag-2	KKLEB tox	HIF-2a block	CF NFkB inh	Shn3 inh set2
Cc1ccccc1OCC1CNC(=O)O1 (stereo not drawn)	11	1.6	15	2	-6	-0.5	2	-7	20	8	-44
Cc1cccc2cc(C#N)c(NCc3ccccc3)nc12	-3	0.0	-32	-4	-19	0.2	8	-2	-13	-13	18
CC(C)(C)CC(=O)N1CCC(c2nc3c(nnn3Cc3c(F)cccc3Cl)c(=O)[nH]2)CC1	11	0.8	9	14	13	0.1	0	-3	17	0	3

Screening data from PubChem BioAssay.
